XIAP displacement = small molecules displacing peptide from XIAP – biochemical, IAP family, fluorescence polarization (AID 1018); 200,000 tested, 0.007% active; XIAP BIR domain, fluorescence polarization peptide displacement; higher % means a stronger effect; displacement, % at 20 µM, or IC50 in µM where a hit was titrated; in the data active means displacement above about 50%; further: a part of the inactive calls stands beside numbers as strong as those of hits
M1AAP inhibition = malaria alanyl aminopeptidase activity blockers – biochemical, fluorogenic H-Leu-NHMec substrate, 1536-well (AID 1445) | recombinant M1AAP, H-Leu-NHMec fluorogenic kinetic assay; higher % means a stronger effect | inhibition, % at 30 µM, or IC50 in µM where a hit was titrated | 220,000 tested, 0.42% active;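 active means primary inhibition above the hit cutoff, then over 50% inhibition at one or more dose response concentrations, cut at about 23% in these data, passing the limit was not always enough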;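 further: plate controls were DMSO full reaction for no effect and no enzyme background for full effect; strong numbers were not always called active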
Dynein transport = dynein cargo transport inhibition | 220,000 tested, 0.47% active | 3617.4 mouse cells, GR-EGFP nuclear translocation imaging; test concentration mostly 20 µM; stimulated with dexamethasone, 1 µM; hits give low values | z-score, hits read low | AID 1381;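 active means plate z-score of nuclear minus cytoplasmic receptor signal below a set negative limit, without overly bright fluorescence or cell loss, cut at about -3.5 in these data, passing the limit was not always enough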;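 further: z-score of nuclear minus cytoplasmic ring GR-EGFP intensity difference per well; some compounds called inactive have numbers as strong as hits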
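Buffer or medium: tet-free, stripped-serum medium; Also added: dexamethasone, 1.0 µM final; Technique: high-content fluorescence imaging after fixation; Times: 48 h induction, 1 h compound, 30 min dex at 37 °C; Read-out: per-cell GR-EGFP intensity, nucleus versus surrounding cytoplasmic ring, well-averaged.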
SIAH1 antagonists = blockers of Siah-1 interaction with plectin peptide – biochemical, fluorescence polarization, rhodamine-plectin, uHTS, primary screen (AID 1817) | 290,000 tested, 0.02% active | Siah-1 / rhodamine-plectin peptide fluorescence polarization; higher % means a stronger effect | displacement, % at 20 µM, or IC50 in µM where a hit was titrated;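 active means displacement of at least 50% at 20 µM, with a fluorescence ratio check between 0.3 and a set limit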;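 further: plate controls were Siah plus tracer with DMSO for no effect and tracer alone without Siah for full effect; strong numbers were not always called active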
LYP inhibition = PTPN22 lymphoid phosphatase activity blockers – biochemical, fluorescence intensity, uHTS (AID 1779); recombinant LYP phosphatase, fluorescence intensity; higher % means a stronger effect; one-dose inhibition, % at 11.5 µM; IC50 in µM for titrated hits; 290,000 tested, 0.054% active;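 further: plate controls were vehicle with enzyme for no effect and no enzyme for full effect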
PMI inhibition = MPI inhibition at elevated mannose 6-phosphate – biochemical, fluorescence intensity, high mannose 6-phosphate, primary screen (AID 1220); 190,000 tested, 0.66% active; one-dose inhibition, % at 20 µM; IC50 in µM for titrated hits; recombinant PMI enzyme, coupled fluorescence intensity; higher % means a stronger effect
AID2073 = inhibitors of Mint1-CaV2.2 protein interaction, biochemical, HTRF (AID 2073); HTRF protein-protein interaction, Mint1-CaV2.2; higher % means a stronger effect; inhibition, % at 20 µM, or IC50 in µM where a hit was titrated; 290,000 tested, 0.19% active; in the data active means inhibition mostly above about 51%, no sharp cut-off; further: some results filed as inactive read as strong as hits
P. falciparum M17LAP = P. falciparum M17LAP inhibitors, primary screen, biochemical, fluorogenic H-Leu-NHMec substrate, 1536-well (AID 1619); recombinant M17LAP, H-Leu-NHMec fluorogenic kinetic assay; higher % means a stronger effect; inhibition, % at 30 µM; hits with a dose series show IC50 in µM; 220,000 tested, 0.38% active;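 active means compound inhibiting the enzyme by more than half at any dose during confirmatory dose-response retesting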;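 further: plate controls were full reaction with DMSO carrier for no effect and no enzyme background for full effect; strong numbers were not always called active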
PMI inhibitors = MPI enzyme activity inhibition – biochemical, fluorescence intensity, coupled assay, primary screen (AID 1209); purified PMI enzyme, coupled fluorescence intensity; higher % means a stronger effect; one-dose inhibition, % at 20 µM; IC50 in µM for titrated hits; 190,000 tested, 0.42% active;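 further: plate controls were DMSO vehicle for no effect and wells lacking substrate for full effect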
Dynein transport cytoplasmic EGFP = second read-out of Dynein transport, no call of its own (marks repeat the call); z-score; measured here: cytoplasmic GR-EGFP intensity; hits give high values
Dynein transport nuclear GR-EGFP = recorded beside Dynein transport, whose call it bears; z-score; measured here: nuclear GR-EGFP intensity;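 lower value marks the stronger effect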
Dynein transport cell count = recorded beside Dynein transport, whose call it bears; z-score; measured here: cell count per field
The depositor's hits bear a star; / = no result given. Unless noted, no stated cut-off is given here; in the data, active means inhibition above about 50%; inactive means the rest.

SMILES | XIAP displacement | M1AAP inhibition | Dynein transport | Dynein transport cytoplasmic EGFP | Dynein transport nuclear GR-EGFP | Dynein transport cell count | SIAH1 antagonists | LYP inhibition | PMI inhibition | AID2073 | P. falciparum M17LAP | PMI inhibitors
Nc1oc2ccc(F)cc2c(=O)c1C=O | 1.1% | 22% | -0.12 | -0.25 | -0.33 | -0.49 | -2% | -5% | -3% | 14% | 15% | -4%
O=C(NCCc1nc2ccccc2[nH]1)c1cc([N+](=O)[O-])cc([N+](=O)[O-])c1 | 0.2% | 9% | -1 | 0.062 | -0.58 | -0.08 | -6% | -6% | 15% | -6% | -6% | 12%
O=C(Nc1cccnc1)C1CCCN(S(=O)(=O)c2ccccc2)C1 (stereo unspecified) | -2.4% | 6% | -0.87 | -0.25 | -0.6 | 0.63 | 5% | -4% | -2% | -6% | -11% | -9%
O=c1nc2ccccc2c2n1CC(CN1CCN(Cc3ccccc3)CC1)N2 (stereo unspecified) | 0.2% | 4% | -0.046 | -0.31 | 0.46 | -0.74 | 0% | -4% | 8% | 0% | 2% | 9%
Cn1c(=O)c2c(nc(-n3ccnc3)n2Cc2ccc([N+](=O)[O-])cc2)n(C)c1=O | -1.2% | -4% | 0.74 | -0.18 | 0.76 | 0.3 | 2% | -4% | 7% | 29% | -4% | 8%
O=C(COC(=O)c1ccc(Br)o1)Nc1ncc(Cl)cc1Cl | -7.3% | -1% | -0.44 | -0.18 | -0.26 | 0.16 | 0% | -8% | 3% | 17% | 14% | -15%
CCCc1nnc(NC(=O)COC(=O)c2cc(C)nc3ccccc23)s1 | 0.0% | 1% | -0.4 | -0.19 | 0.067 | 0.86 | 0% | -2% | 0% | -1% | 6% | 3%
COc1cccc(C(=O)NNC(=O)Cc2ccc(Cl)cc2)c1 | -3.5% | 14% | -0.43 | -0.15 | -0.63 | 0.81 | 13% | -11% | -4% | 1% | 5% | 7%
Nc1nnc(/C=C/c2ccccc2Cl)s1 | / | 8% | 0.23 | -0.28 | 0.17 | 0.12 | 14% | -2% | / | -24% | 7% | /
CN1CCN(CC(O)COc2ccc(C34CC5CC(CC(C5)C3)C4)cc2)CC1 (stereo unspecified) | -7.6% | -5% | 2.7 | 0.9 | 1.8 | -5.4 | 0% | -20% | -20% | 9% | -3% | -8%
COc1ccc(/C=C(\C#N)C(=O)NC2CCS(=O)(=O)C2)cc1OC (stereo unspecified) | -2.9% | 11% | 0.059 | -0.26 | 0.24 | 0.21 | 11% | -9% | -5% | 5% | 6% | 8%
Cc1cc(C)n2nc(N)c(N=Nc3ccc(Cl)cc3)c2n1 | -4.1% | 6% | 0.099 | 0.17 | 0.23 | -0.81 | 7% | 1% | -1% | 0% | -8% | -4%
O=C1NC2(CCc3ccccc3C2)C(=O)N1CCOc1cccc(Cl)c1 (stereo unspecified) | -0.9% | -3% | 0.13 | -0.29 | -0.082 | -0.28 | 1% | -3% | 14% | -4% | 1% | 9%
CCOC(=O)c1ccc(NC(=O)N(CC)CC)cc1 | 0.1% | 0% | 0.47 | 1.1 | 1.1 | 5 | 2% | 3% | 0% | 1% | -2% | 3%
CCNC(=O)COc1ccc(-c2ccccc2)cc1 | -4.3% | 4% | -0.83 | -0.25 | -0.17 | 0.27 | 2% | -1% | 5% | 3% | -3% | 8%
Cc1ccc(S(=O)(=O)NC(CC(=O)N2CCOCC2)c2ccco2)cc1 (stereo unspecified) | -5.6% | -6% | -0.44 | -0.23 | -0.025 | 0.42 | -6% | -5% | -23% | 18% | 6% | -5%
Cc1ccc(S(=O)(=O)N2CCN(CC(=O)N/N=C/c3cc([N+](=O)[O-])ccc3Cl)CC2)cc1 | 7.3% | 10% | -0.6 | -0.25 | -0.49 | 0.28 | -1% | -1% | 5% | 7% | 14% | 9%
CCOC(=O)C1(CC2CC2)CCN(C(=O)c2cc(C)nc3ccc(CC)cc23)CC1 | 0.1% | 4% | -1.3 | -0.39 | -1.1 | 2 | 15% | 1% | 6% | -14% | -16% | 13%
Cc1nc(COC(=O)c2ccc(S(=O)(=O)N3CCCC3)cc2)cs1 | -7.3% | -6% | 0.37 | -0.2 | 0.96 | -0.96 | -3% | -10% | -10% | 4% | -3% | -14%
O=C(Cn1cnc2ccccc2c1=O)Nc1nnc(C2CC2)s1 | -5.5% | -1% | -0.72 | -0.28 | -0.57 | 0.69 | 4% | -3% | 2% | 12% | 0% | 7%
COc1ccc(NC(=O)C2CCCN2S(=O)(=O)c2ccc3c(c2)CCC(=O)N3)cc1Cl (stereo unspecified) | -7.9% | 12% | 0.66 | -0.23 | 0.5 | -0.001 | -2% | -2% | -4% | -5% | 0% | 0%
CCOC(=O)c1oc2ccc(S(=O)(=O)n3nc(-c4ccc(C)cc4)cc3N)cc2c1C | -4.7% | 3% | -0.36 | -0.17 | -0.19 | -0.17 | -1% | -2% | 12% | 6% | -7% | 8%
CC1CCC(C(=O)c2c(O)c3ccccc3oc2=O)CC1 (stereo unspecified) | -11% | 8% | 0.46 | -0.21 | 0.34 | -0.0033 | 5% | 2% | 4% | 1% | 20% | 12%
Cc1ccc(OCCCC(=O)Nc2nccs2)cc1 | -5.0% | 3% | -1.5 | -0.23 | -1.1 | 1.5 | -4% | 4% | 8% | -6% | -13% | 8%
O=C(O)C/C=C(\NC(=O)OCc1ccccc1)C(=O)OCc1ccccc1 | -1.9% | 4% | 2.2 | -0.17 | 1.5 | -1.2 | 2% | -4% | -163% | 14% | 5% | -91%
CCOC(=O)N1CCC(=NNc2nc(C)cc(=O)[nH]2)CC1 | -7.1% | 1% | -0.11 | -0.21 | 0.32 | -0.65 | 0% | -7% | -14% | 8% | 7% | -44%
CCc1ccc(CN2CCCC(CCC(=O)N3CCN(c4ccccn4)CC3)C2)o1 (stereo unspecified) | / | 1% | -1 | -0.21 | -0.59 | 0.58 | -1% | -2% | / | -17% | -10% | /
O=c1[nH]c2cc3ccccc3cc2nc1C(F)(F)F | -18% | 8% | 0.07 | -0.25 | 0.4 | -0.51 | 4% | -4% | 5% | 24% | 5% | -10%
CCN(CC)C(=O)c1ccc(Oc2ccc([N+](=O)[O-])cc2Cl)cc1 | -4.1% | 1% | 0.23 | 0.076 | 0.37 | -0.12 | 0% | 7% | 1% | -8% | 2% | 1%
Clc1ccc(-n2ncc3c(NCc4ccc5c(c4)OCO5)ncnc32)cc1 | -4.5% | -8% | 1.7 | -0.27 | 1.6 | 0.17 | 4% | -7% | 1% | -2% | -12% | 13%

By substructure, the entries above containing an aryl methoxy group (3)
SMILES | XIAP displacement | M1AAP inhibition | Dynein transport | Dynein transport cytoplasmic EGFP | Dynein transport nuclear GR-EGFP | Dynein transport cell count | SIAH1 antagonists | LYP inhibition | PMI inhibition | AID2073 | P. falciparum M17LAP | PMI inhibitors
COc1cccc(C(=O)NNC(=O)Cc2ccc(Cl)cc2)c1 | -3.5% | 14% | -0.43 | -0.15 | -0.63 | 0.81 | 13% | -11% | -4% | 1% | 5% | 7%
COc1ccc(/C=C(\C#N)C(=O)NC2CCS(=O)(=O)C2)cc1OC (stereo unspecified) | -2.9% | 11% | 0.059 | -0.26 | 0.24 | 0.21 | 11% | -9% | -5% | 5% | 6% | 8%
COc1ccc(NC(=O)C2CCCN2S(=O)(=O)c2ccc3c(c2)CCC(=O)N3)cc1Cl (stereo unspecified) | -7.9% | 12% | 0.66 | -0.23 | 0.5 | -0.001 | -2% | -2% | -4% | -5% | 0% | 0%

Going on with the list:
SMILES | XIAP displacement | M1AAP inhibition | Dynein transport | Dynein transport cytoplasmic EGFP | Dynein transport nuclear GR-EGFP | Dynein transport cell count | SIAH1 antagonists | LYP inhibition | PMI inhibition | AID2073 | P. falciparum M17LAP | PMI inhibitors
COc1ccc(N2CCN(C(=O)CN(c3ccccc3)S(=O)(=O)c3ccc(OC)cc3)CC2)cc1 | -5.0% | 9% | 1.2 | 0.22 | 0.66 | -0.25 | 2% | 9% | 11% | -7% | -8% | 5%
Cc1cc(-c2ccccc2)nc(N(C)N)c1S(C)(=O)=O | -2.7% | 4% | -0.056 | -0.3 | -0.14 | -0.039 | 7% | -3% | -2% | 2% | -2% | -4%
CC(=O)Nc1ccc(S(=O)(=O)N(C)Cc2ccccc2)cc1 | 3.2% | -2% | -1.1 | -0.23 | -0.82 | 0.28 | -6% | -7% | -14% | -5% | -5% | -10%
COc1ccc(OC)c(C2(O)CSC(=Nc3cccnc3)N2Cc2ccco2)c1 (stereo unspecified) | -9.9% | 3% | -0.72 | 0.071 | 0.016 | 0.51 | -3% | 7% | 8% | -9% | -1% | 5%
N#Cc1cc(-c2ccc(Cl)cc2)cnc1Sc1ccc(F)cc1 | 0.9% | 0% | / | / | / | / | 2% | 1% | 4% | 13% | -2% | 21%
Cc1cc(C)cc(NC(=O)c2snc3c(=O)[nH]cnc23)c1 | -3.1% | -7% | -0.7 | -0.075 | 0.015 | 1 | 1% | -6% | 15% | -3% | -2% | 3%
Cn1cnnc1SCc1ccc(C(=O)O)cc1 | -4.1% | 1% | -1 | 0.076 | -0.54 | 0.3 | 3% | -6% | 6% | -7% | -2% | 4%
Cc1cc(S(=O)(=O)Nc2ccc(N(C)C)cc2)c(C)s1 | -0.1% | 6% | 0.087 | 0.13 | 0.065 | -1.2 | -3% | 2% | 11% | -45% | -7% | 13%
N#C/C(=C\c1cn(Cc2ccccc2C#N)c2ccccc12)C(=O)NCc1cccs1 | -4.5% | 1% | 1.5 | -0.14 | 1.6 | -1.1 | -4% | -4% | -6% | 10% | -3% | -12%
CC(=O)n1cc(N(C(=O)CCl)c2ccc([N+](=O)[O-])cc2)c2ccccc21 | / | 6% | -5* | 1.6* | -2.4* | 0.012* | 15% | -5% | / | 9% | 13% | /
Cc1ccc(C2=NOC(C)(c3nnc(-c4ccc(F)cc4)o3)C2)cc1 (stereo unspecified) | / | 7% | 0.086 | -0.62 | 0.21 | -0.33 | 4% | -10% | / | 3% | 0% | /
CC1(C)CC(=O)C(CC(=O)NC2CCCc3ccccc32)C(=O)C1 (stereo unspecified) | -1.2% | 1% | 1 | -0.19 | 0.65 | -0.22 | 23% | -6% | -2% | -8% | 14% | -3%
CCCCN(C(=O)CSc1nncn1-c1ccccc1)c1c(N)n(Cc2ccccc2)c(=O)[nH]c1=O | -4.9% | 0% | -0.26 | -0.18 | -0.18 | 0.13 | 6% | -9% | -15% | 2% | -7% | -13%
N#Cc1ccc(/C=N/NC(=O)c2cccc(S(=O)(=O)N3CCOCC3)c2)cc1 | -5.9% | -6% | 1 | 0.29 | 0.79 | -0.6 | 3% | 0% | -13% | -2% | -1% | -8%
O=C(CSc1nnc(-c2ccc(S(=O)(=O)N3CCCC3)cc2)o1)NCc1ccco1 | -5.1% | 1% | 0.73 | -0.29 | 0.36 | -0.57 | 3% | -2% | 10% | 8% | 6% | 3%
